LMP1 NFkB inh – EBV LMP1-driven NF-kappaB luciferase reporter inhibitors, primary screen, cell-based, luminescence, single point; inhibition, % at 12.5 µM; LMP1-induced NF-kappaB luciferase reporter cells; actives 0.69% (n = 350,000); in the data active = inhibition above about 41%;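 also: 0% = neutral control wells and 100% = reference inhibitor control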
NR2E3 ag-1 – NR2E3 agonists in two-hybrid cells, primary screen, cell-based, luminescence, CHO-S, Gal4-NCOR/VP16-NR2E3 | actives 0.35% (n = 360,000) | inhibition of corepressor binding, % at 3.98 µM | AID 602229, 2012 | luciferase | Photoreceptor-specific nuclear receptor (Homo sapiens), Q9Y5X4;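 active = inhibition above the mean of all tested compounds plus 3 SD, cut at about 70% in these data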;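 also: 0% = DMSO with NR2E3 transfected cells and 100% = cells lacking NR2E3 construct; higher means lower luciferase signal from less NR2E3 corepressor binding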
Target sequence (Q9Y5X4 whole entry, looked up, the tested form may be a part): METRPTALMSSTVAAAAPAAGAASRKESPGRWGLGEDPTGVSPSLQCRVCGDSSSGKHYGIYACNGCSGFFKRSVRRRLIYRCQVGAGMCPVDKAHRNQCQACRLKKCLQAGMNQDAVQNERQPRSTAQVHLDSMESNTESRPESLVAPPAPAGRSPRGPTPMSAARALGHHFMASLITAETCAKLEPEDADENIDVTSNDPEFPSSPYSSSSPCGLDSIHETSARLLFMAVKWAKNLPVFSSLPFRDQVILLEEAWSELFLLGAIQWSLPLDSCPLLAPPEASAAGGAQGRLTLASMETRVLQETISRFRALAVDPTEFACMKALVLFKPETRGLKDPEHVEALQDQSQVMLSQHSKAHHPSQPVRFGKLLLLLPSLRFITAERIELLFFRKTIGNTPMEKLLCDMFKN
hiPSC survival – enhancers of single-cell hiPSC survival, primary screen, ATPlite luminescence; actives 0.044% (n = 360,000); 100% = ROCK inhibitor wells, 0% = DMSO; survival enhancement, % at 20 µM; AID 602274, 2012; in the data active = survival enhancement above about 18%;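 also: cells exposed to compounds for 16 hours before the ATP read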
NR2E3 ag-2 – inhibitors of NR2E3-RetCOR corepressor binding, primary screen, NR2E3 agonist project, biochemical, TR-FRET, GST-NR2E3, biotin-RetCOR; Photoreceptor-specific nuclear receptor (Homo sapiens), Q9Y5X4; 1536-well; inhibition of corepressor binding, % at 4.78 µM; actives 0.12% (n = 320,000); AID 2300, 2010;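 active = percent inhibition above the cutoff of mean plus 3 SD of all tested compounds, set per screening campaign, cut at about 20% in these data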;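 also: 0% = DMSO wells and 100% = biotin wells as full block of FRET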
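System: GST-tagged NR2E3 plus biotinylated RetCOR corepressor; Amount: 1.35 nM GST-tagged NR2E3 final; Dosing: single nominal compound dose of 4.8 µM; Schedule: 5 h incubation at 4 °C; Technique: TR-FRET with europium anti-GST and streptavidin-D2, 340 nm excitation; Controls: biotin wells as high control, 0.6% DMSO wells as low control.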
HIF-2a inh – HIF-2a reporter inhibitors, primary screen, luminescence, 786-0 RCC cells | 786-0 RCC cells HIF-2a reporter, luciferase luminescence, overnight | inhibition, % at 18.8 µM | actives 0.72% (n = 360,000) | AID 624352, 2012;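 active = inhibition of the luminescence signal of 40% or more relative to plate controls, in a single-dose primary screen at 18.75 µM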
CF NFkB block – inhibitors of PAF-induced NF-kB signaling, primary screen, cell-based, GFP fluorescence, uHTS | KKLEB NF-kB-GFP reporter, GFP fluorescence overnight | inhibition, % at 5 µM | actives 0.86% (n = 360,000);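 active = at least 50% inhibition at 5 µM, scaled per plate between neutral and stimulator controls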;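 also: PAF is a Pseudomonas aeruginosa culture filtrate used as stimulus; plate controls were PAF-stimulated DMSO wells for no effect and unstimulated DMSO wells for full effect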
MITF TRPM1 inh – inhibitors of MITF-dependent TRPM1 promoter reporter, primary screen, cell-based, SK-MEL-5, single point, luciferase. SK-MEL-5 TRPM1 promoter luciferase, 24 h. inhibition, % at 12.5 µM. actives 0.83% (n = 330,000). AID 488899, 2010;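 active = mean inhibition across replicates of 60% or more, whatever share of single replicates reaches that level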; also: values of inactives mirror those of a sister screen read the other way
KKLEB cytotox – cytotoxicity in KKLEB CF airway cells, primary screen, cytotoxicity control for CF NF-kB inhibitor project, cell-based, uHTS, fluorescence assay plates; KKLEB CF airway cells viability, ATPlite luminescence, overnight; stronger effect = lower value; cells stimulated with P. aeruginosa culture filtrate; activity change (cytotoxicity), % at 5 µM; actives 0.36% (n = 360,000);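 active = corrected activity change at or below -50% at 5 µM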
Shn3 inh set2 – reduction of Shn3 3'UTR firefly luciferase signal, primary screen, Schnurri-3 inhibitor project, cell-based, Clone20 osteoblasts, set 2; Clone20 osteoblast Shn3 3'UTR firefly luciferase, 24 h; inhibition, % at 12.5 µM; actives 0.52% (n = 360,000); AID 588674, 2011;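 active = mean inhibition of at least 75% with every replicate also reaching 75%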;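 also: 0% = median of neutral control wells and 100% = pilot-screen positive control compound; some compounds past the cut are filed as inactive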
C8 TRAIL sens – viability loss with TRAIL in NB7+C8 cells, primary screen, TRAIL sensitizer project, cell-based, ATPlite luminescence | inhibition (viability loss, TRAIL sensitization), % at 10 µM | actives 1% (n = 360,000);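 active = compounds causing at least 50% loss of cell viability in the single-dose screen, relative to plate controls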
Peg3 prom inh – Peg3 promoter-driven luciferase inhibitors, primary screen, cell-based, HeLa, luciferase luminescence; HeLa PEG-Prom luciferase reporter, overnight; inhibition, % at 20 µM; actives 1.7% (n = 360,000);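 active = inhibition of at least 50% at 20 µM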
* marks the source's active call; other numbers are inactive results; nt = no result given. An excerpt, so the mix of outcomes need not match the whole.

SMILES	LMP1 NFkB inh	NR2E3 ag-1	hiPSC survival	NR2E3 ag-2	HIF-2a inh	CF NFkB block	MITF TRPM1 inh	KKLEB cytotox	Shn3 inh set2	C8 TRAIL sens	Peg3 prom inh
O=[N+]([O-])c1nn(-c2ccccc2)n(O)c1=NCCc1ccccc1	-13	-43	-3.6	-1	-138	-5	-19	12	-31	1	-186
CCN(CC)C(=O)c1cccc(-c2csc(C(C)(O)c3ccc(F)c(F)c3)n2)c1 (centres undefined)	nt	51	-1.8	nt	12	-36	nt	8	56	9	28
O=C(C1CCN(C2CC(=O)N(c3cccc(Cl)c3)C2=O)CC1)N1CCCCCC1 (centres undefined)	5	11	1.1	1	11	-4	2	10	-12	13	3
O=C(/C=C/c1ccc(Cl)c(Cl)c1)NC1=NCCS1	-35	-74	-2.2	4	-300	9	-60	1	-23	-1	-198
CC1C(=O)C(C)C(c2ccccc2F)NC1c1ccccc1F (centres undefined)	8	0	0.0	0	20	-2	-2	-5	2	-2	-3
CC[C@@H]1CC=C[C@H]2[C@H]1C(=O)N(Cc1ccccc1)[C@H]2c1ccc(C(F)(F)F)cc1	-9	-21	-2.0	3	30	11	-11	4	5	17	21
COc1ccc(C(=O)Nc2ccccc2-c2nnn(CC(=O)N3CCOCC3)n2)cc1	-15	13	-2.7	-1	4	-4	10	1	2	-7	11
CSCCC(NS(=O)(=O)c1ccc(C)cc1)C(=O)NC1CCCCC1 (centres undefined)	9	-6	-0.6	4	13	10	-7	1	6	8	-3
CC(C)CN1CN(Cc2ccco2)CNC1=S	-10	3	2.3	-4	-1	-8	-3	10	4	-5	5
O=C(Nc1ccccc1)c1ccc2c(c1)OCO2	-8	-91	-0.6	3	-222	0	-53	10	-61	4	-242
CCOc1ccc(N=c2scc(-c3ccc(OC)cc3)n2CCO)cc1	3	13	-2.6	1	-60	-6	12	-7	39	8	-91
OC[C@H]1O[C@@H](c2nc(-c3ccc(Br)cc3)no2)C[C@@H]1O	nt	-48	-2.0	nt	-226	18	nt	-23	-57	-11	-208

3 compounds drawn at random from those above:
SMILES	LMP1 NFkB inh	NR2E3 ag-1	hiPSC survival	NR2E3 ag-2	HIF-2a inh	CF NFkB block	MITF TRPM1 inh	KKLEB cytotox	Shn3 inh set2	C8 TRAIL sens	Peg3 prom inh
OC[C@H]1O[C@@H](c2nc(-c3ccc(Br)cc3)no2)C[C@@H]1O	nt	-48	-2.0	nt	-226	18	nt	-23	-57	-11	-208
COc1ccc(C(=O)Nc2ccccc2-c2nnn(CC(=O)N3CCOCC3)n2)cc1	-15	13	-2.7	-1	4	-4	10	1	2	-7	11
O=C(Nc1ccccc1)c1ccc2c(c1)OCO2	-8	-91	-0.6	3	-222	0	-53	10	-61	4	-242

The results go on:
SMILES	LMP1 NFkB inh	NR2E3 ag-1	hiPSC survival	NR2E3 ag-2	HIF-2a inh	CF NFkB block	MITF TRPM1 inh	KKLEB cytotox	Shn3 inh set2	C8 TRAIL sens	Peg3 prom inh
CC(=O)Nc1ccc(NC(=O)CCOc2ccccc2C)cc1	3	-36	0.3	-2	8	-9	8	-7	0	-1	-3
O=C(CN1CCN(Cc2ccccc2)CC1)N1N=CCC1c1ccccc1 (centres undefined)	-9	-11	-0.4	4	18	11	12	-4	-8	-9	0
CCCCn1c(N)c(N(CC(C)C)C(=O)CCCc2cccs2)c(=O)[nH]c1=O	5	-7	-0.2	1	0	31	-11	-3	-1	7	12
CC1=NOC(=O)/C1=C\c1ccc(-c2ccc(Br)cc2C(=O)O)o1	-4	-28	1.1	9	-1	6	-7	-6	-38	-7	-1
NS(=O)(=O)c1ccc(N2C(=O)C3C4CC(C(Br)C4Br)C3C2=O)cc1 (centres undefined)	0	-14	-2.9	nt	9	-17	-8	13	-9	-6	-1
COc1cccc(CN(C)C(=O)CCN=C2NS(=O)(=O)c3ccccc32)c1	-12	-11	-0.4	nt	7	-4	-3	20	6	-13	-1
CCC1(C)Cc2c(sc3c2c(=O)n(C)c2nnc(SCC(=O)c4ccccc4)n32)CO1 (centres undefined)	-12	-14	-0.4	0	14	-6	6	1	0	-4	16
COc1ccc(Cl)cc1C(=O)NNC(=O)C1CCCO1 (centres undefined)	4	-30	-0.1	nt	3	1	8	-19	5	-18	1
COc1ccc(CN2[C@@H](CC(C)=O)c3ccc(/C=C/C(C)=O)cc3S2(=O)=O)cc1	2	-28	-5.7	6	43*	22	28	9	16	10	106*
COc1ccc(CCNC(=O)CCCCCN2C(=O)[C@@H]3Cc4ccccc4CN3C2=O)cc1OC	14	14	0.4	1	6	8	2	5	1	-13	18
NC(=O)C1CCCN(S(=O)(=O)c2ccc3ccccc3c2)C1 (centres undefined)	3	-22	0.9	1	18	-11	5	4	3	5	1
COc1cccc(NC(=O)CSc2nnc(Cn3nnc4ccccc43)n2C)c1	-1	11	-0.1	-3	12	8	-8	-8	0	7	13
Cc1ccc(C(C)C)cc1OCC(=O)NNC(=O)Nc1ccccc1	1	-3	-0.2	0	21	14	9	-8	-4	-1	28
Cc1cccc2nc(CNC(=O)CC3C(=O)NCCN3Cc3cccc(F)c3)cn12 (centres undefined)	-3	-21	0.4	0	7	-6	-4	14	-7	4	-29
Cc1ccccc1NC(=O)Nc1nnc(CC(=O)NCc2ccccc2)s1	3	-8	6.6	-3	2	12	-4	-13	16	-6	10
CCOc1c(Nc2ccc(C(C)C)cc2)c(=O)c1=O	6	-19	-0.2	-1	-14	-1	17	2	4	-13	2
O=C(c1cccs1)N(Cc1ccco1)Cc1cc2ccccc2[nH]c1=O	-1	-11	2.2	-1	2	-6	-11	4	16	8	16
CCN1CCN(CCNC(=O)c2ccc3c(c2)NC(=O)/C(=C\c2cccc(Cl)c2)S3)CC1	-3	12	-2.5	nt	91*	10	nt	-15	-14	32	100*
COC(=O)Cn1c(=NC(=O)c2ccc(OC)cc2)sc2cc(OC)ccc21	-1	-9	1.3	1	-13	18	3	-8	14	21	-19
COc1cc(C(=S)N2CCCC2)ccc1OCc1ccc(C)cc1	-20	-104	-0.5	-2	-169	-3	-69	-7	-69	6	-173
CCOc1cc(OCC)cc(C(=O)Nc2cccc(C(C)=O)c2)c1	-5	-15	3.7	3	15	-1	0	15	2	7	9
COc1ccc(CNC[C@@H](CCCCN(C)Cc2ccc(OC)cc2)N2C[C@H](c3ccccc3)N(CCc3ccc(Cl)c(Cl)c3)C(=O)C2=O)cc1	89*	4	-5.8	4	97*	62*	96*	-95*	95*	89*	98*
CC1CCCC(C)N1C(=O)COc1ccc(F)cc1 (centres undefined)	-7	8	-1.1	0	-9	9	-3	-2	-3	1	8
COCCN(C(=O)CSc1n[nH]c(-c2ccc(OC)cc2)n1)c1c(N)n(Cc2ccccc2)c(=O)[nH]c1=O	6	-3	-0.3	1	3	-1	-3	-18	-14	-10	5
COc1ccc([N+](=O)[O-])c(OC)c1C(=O)NC(=O)Nc1c(F)c(F)c(F)c(F)c1F	3	13	-0.5	0	16	4	1	-10	14	14	-1
CN(C)CCCC1Sc2ccccc2Sc2ccccc21 (centres undefined)	-2	-5	-0.7	3	6	3	-3	1	-20	-7	10
CSCCC(NC(=O)c1ccccc1Br)C(=O)NCC1CCCCC1 (centres undefined)	-3	9	0.6	0	2	-33	-5	-1	7	-12	3
O=C(OCC(F)(F)C(F)F)c1ccccc1C(=O)Oc1ccc(F)cc1F	1	-9	-2.3	4	14	-3	3	-3	-20	-23	-10
O=C1CCCCN1CCc1c[nH]c2ccccc12	-9	-9	-3.4	0	-104	-19	-33	12	-26	-2	-66
CC(=O)Nc1ccccc1NC(=O)C/C(C)=N/NC(=O)C(=O)N1CCCCC1	2	-25	4.4	-3	13	2	0	4	-2	4	17
CCOc1ccccc1NC(=O)COC(=O)c1c(CC)noc1C	5	-1	0.0	nt	-9	-4	-3	16	3	-21	9
COc1ccc(-c2csc(NS(=O)(=O)c3ccc([N+](=O)[O-])cc3)n2)cc1	-1	19	0.0	-1	1	9	-1	-3	-23	-3	8
Cc1nn(CC(=O)Nc2ccc3c(c2)OCO3)c(C)c1[N+](=O)[O-]	0	10	-0.6	1	13	16	-4	3	-20	3	11
O=C(O)CCc1nnc2n(Cc3ccc(F)cc3)c(=O)c3ccccc3n12	6	6	3.6	2	6	-4	-6	5	0	8	2
Cc1ccc(Nc2nc(N)nc(CN3CCN(C)CC3)n2)cc1	-10	-23	0.5	-4	-58	2	-28	-13	-21	9	-63
Cc1nc(N2CCN(c3ccccn3)CC2)c2c(C)c(C(=O)Nc3ccc(F)cc3F)sc2n1	15	-11	0.1	3	-13	6	-24	-20	11	9	26
CCc1cccc2c(C(=O)CSc3nncn3-c3ccc(OC)cc3)c[nH]c12	5	0	2.0	1	28	1	-4	0	-15	-1	7
NS(=O)(=O)c1ccc(NC(=O)C2CCCN(S(=O)(=O)c3ccc(F)cc3)C2)cc1 (centres undefined)	0	11	0.1	2	-13	-25	-2	7	17	5	17
Cc1nn(C2CCS(=O)(=O)C2)c(Cl)c1/C=C/C(=O)OCC(=O)N(C)C (centres undefined)	0	10	0.2	-2	2	4	3	1	-16	-3	-18
CC(C)(C)C(=O)CSc1ncnc2sc3c(c12)CCC3	0	-14	0.9	1	-110	9	-26	9	18	-2	-44
C=CCn1c(SCC(=O)NC2CCS(=O)(=O)C2)nnc1-c1cc2c(s1)CCC(CC)C2 (centres undefined)	-12	-22	-0.6	-1	-124	-1	-9	3	-26	17	-157
COC(=O)c1ccc2c(c1)c(-c1ccccc1)c(-c1ccccc1)n2C	8	-18	-0.8	nt	-32	28	-8	-7	4	16	-3
O=S(=O)(c1ccc2ccccc2c1)N1CCN(c2ccc(O)cc2)CC1	6	15	-0.5	nt	14	-20	4	22	-11	6	23
CN1C(=O)c2cccc3c(S(=O)(=O)NCCc4ccccc4)ccc1c23	-1	12	-0.8	1	8	4	-8	-6	-3	4	-1
COc1ccc(OC)c(/C=N/NC(=O)CCc2ccc(O)c(O)c2)c1	-1	-10	-0.8	0	-22	6	9	9	12	-5	6
CC12CC3CC1C(C(=O)O2)C3C(=O)O (centres undefined)	4	-2	3.2	nt	2	-16	4	8	-26	-12	4
Cc1c(C(=O)Nc2ccccc2)sc2nc(-c3ccccc3)cn12	-7	-97	1.4	-1	-345	-70	-27	18	-30	15	-186
O=C(N1CCOCC1)N(CCN1CCOCC1)Cc1cccc2ccccc12	-1	-1	11	1	8	-3	-5	22	-9	9	-1

Screens (PubChem BioAssay)
